TSHR antag: antagonists of human thyroid stimulating hormone receptor. activity change, negative = inhibition, % at 11.5 µM. TSHR-expressing cells, TSH-stimulated cAMP HTRF, 2 h; active compounds read low. AID 504810. 330,000 tested, 0.2% active;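 active = activity change below a set negative limit, meaning inhibition stronger than a set level, cut at about -70% in these data; inconclusive = activity change between two set negative limits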; note: % is set by controls: 0 for no effect and ±100 for the full control effect
Target sequence (P16473 whole entry, looked up): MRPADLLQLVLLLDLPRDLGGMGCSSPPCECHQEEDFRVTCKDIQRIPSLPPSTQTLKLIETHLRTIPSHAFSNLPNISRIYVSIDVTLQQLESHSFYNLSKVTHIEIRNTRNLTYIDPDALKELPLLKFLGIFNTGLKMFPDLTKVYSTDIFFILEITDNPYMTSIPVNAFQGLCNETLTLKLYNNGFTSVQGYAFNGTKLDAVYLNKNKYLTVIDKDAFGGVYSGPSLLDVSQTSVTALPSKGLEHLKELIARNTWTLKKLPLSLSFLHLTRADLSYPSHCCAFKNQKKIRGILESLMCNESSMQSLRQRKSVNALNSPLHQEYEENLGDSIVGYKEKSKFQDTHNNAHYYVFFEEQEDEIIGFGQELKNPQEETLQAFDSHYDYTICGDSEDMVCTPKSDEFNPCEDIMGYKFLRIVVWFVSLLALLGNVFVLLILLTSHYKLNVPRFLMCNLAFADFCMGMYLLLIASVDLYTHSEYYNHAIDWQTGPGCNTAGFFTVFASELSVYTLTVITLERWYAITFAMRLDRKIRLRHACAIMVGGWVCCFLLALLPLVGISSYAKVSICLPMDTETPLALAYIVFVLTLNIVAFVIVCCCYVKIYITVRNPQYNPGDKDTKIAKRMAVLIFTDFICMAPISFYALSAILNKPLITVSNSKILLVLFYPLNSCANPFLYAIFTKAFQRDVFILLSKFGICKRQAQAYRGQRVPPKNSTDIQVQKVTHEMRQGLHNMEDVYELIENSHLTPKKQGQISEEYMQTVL
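Antagonism was scored as loss of TSH-driven cAMP in TSHR cells, stimulated with 4nM TSH (EC80) for 2 hours at 37 deg C and detected by homogeneous HTRF competition immunoassay.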
TCR act: activators of T cell receptors | primary human leukocytes, anti-CD3, IL-2 HTRF, 48 h | Potency, µM (titrated, usually from 9.22 µM), for inactives: at the top dose activation of IL-2 secretion, most hits filed as activators | 330,000 tested, under 10 active | AID 504894; note: % of control where 0% means no effect
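IL-2 release read by HTRF sandwich (Eu cryptate donor, d2 acceptor, 665 nm emission) after 48 hr exposure of primary human leukocytes to compound together with anti-CD3 beads in the absence of co-stimulatory signals.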
KCNH2 3.1 block: blocks the human KCNH2 3.1 channel isoform; U2OS KCNH2 3.1, thallium flux FluxOr; active compounds read low; activity change, % (tested at about 1.8 µM); 340,000 tested, 0.95% active; AID 720553;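 active = maximum activity change below -70%; inconclusive = maximum activity change from -70% to -50%; inactive = maximum activity change above -50%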;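 note: thallium influx rate constant from kinetic fluorescence after stimulation buffer; % is set by controls: 0 for no effect and ±100 for the full control effect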
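Thallium flux read-out: FluxOr dye with Red40 quencher in HBSS/HEPES, 45 min at RT. Rate constants from kinetic reads were normalized to positive and negative DMSO controls. Cells: U2OS virally expressing the 3.1 isoform.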
Mito fusion act: inhibitors of mitochondrial division or activators of mitochondrial fusion; S. cerevisiae fusion-defective mutant growth rescue, CellTiterGlo 48 h; Potency, µM (doses to about 46.1 µM), without a hit: at the top dose growth rescue (activation), most hits filed as activators; 320,000 tested, 0.23% active;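 note: potency is the fitted concentration of half-maximal effect; % of control where 0% means no effect; nearly all actives have a fitted effect of over 45% in size; temperature-sensitive fusion mutants such as fzo1-1 at 37 °C on non-fermentable ethanol glycerol medium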
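Read-out: ATP-based luminescence (CellTiterGlo, 10 min ambient) reporting growth of fusion-defective ts yeast after 48 hours at 37C on glycerol/ethanol YPEG medium in the presence of compound.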
USP2a inh: USP2a (human) protease inhibition. USP2 core, Ub-CHOP2 coupled fluorogenic reporter, 485/531. AID 463254. 330,000 tested, 0.01% active. O75604. Potency, µM (titrated, usually from 38.3 µM), inactives show top-dose activity change, negative = inhibition, most hits filed as inhibitors;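 note: potency is the fitted concentration of half-maximal effect; plate controls were DMSO wells for no effect and full inhibition by NEM control for full effect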
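Cell-free coupled assay: 10nM USP2 core preincubated 30min RT with compound in Tris-HCl pH 8.0/CaCl2/CHAPS buffer, then 25nM Ub-CHOP2 and 25nM reporter substrate; fluorescence (Ex 485/Em 531) read after 60min RT, normalized to NEM inhibition, concentration-response curves fitted.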
AT treatment: potential ataxia-telangiectasia treatments restoring KAP-1 phosphorylation; Potency, µM (doses to about 57.5 µM), without a hit: at the top dose activation, most hits filed as activators; 320,000 tested, 0.19% active; […] A-T fibroblasts, KAP-1 phosphorylation AlphaLISA; neocarzinostatin DNA damage 30 min before lysis; note: potency is the fitted concentration of half-maximal effect; % of control where 0% means no effect; nearly all actives have a fitted effect of over 45% in size
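ATM-like activity read as KAP-1 phosphorylation via AlphaLISA donor/acceptor antibody pairs after lysis and 6 hr at 25C. Cells were ATM-null patient fibroblasts ([…], hTERT), dosed 60 min, then exposed to the DSB inducer NCS for 30 min.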
ELG1 DNA repair: ELG1-dependent DNA repair inhibition. HEK293T ELG1-luciferase reporter, luminescence, 16 h; DNA damage induced by 5-fluorouridine. Potency, µM (titrated, usually from 46.1 µM), for inactives: top-dose activity change, negative = inhibition, hits mostly inhibitors. 330,000 tested, 2.3% active. AID 504467; note: potency is the fitted concentration of half-maximal effect; % is set by controls: 0 for no effect and ±100 for the full control effect; nearly all actives have a fitted effect of over 55% in size
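Cells (2,000 per well) received 5-fluorouridine plus test compound or DMSO and were incubated 16 hr at 37 °C, 5% CO2. Luciferase activity was read by luminescence 30 min after ONE-Glo addition; signal suppression marked inhibition of damage-induced ELG1 function.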
Eya2 inh: inhibitors of human Eya2 phosphatase activity | Potency, µM (top dose mostly 76.9 µM), for the others: top-dose activity, negative = inhibition, hits mostly inhibitors | recombinant Eya2, OMFP fluorescence dephosphorylation (OMFP is methylfluorescein phosphate) | O00167 | 330,000 tested, 0.006% active; note: potency is the fitted concentration of half-maximal effect; % is set by controls: 0 for no effect and ±100 for the full control effect
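Eya2 protein (added as 0.2 uM solution) was preincubated with compound for 10 min at ambient temperature in 50 mM HEPES pH 7.5, 50 mM NaCl, 5 uM MgCl2, 0.05% BSA, 1 mM DTT. OMFP (added at 50 uM) then reacted 10 min; fluorescence read at 485/525 nm.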
KCNH2 WT inh: KCNH2 (human, wildtype) channel inhibition. U2OS, BacMam KCNH2, thallium flux FluxOr; active compounds read low. activity change, % at 1.84 µM. 340,000 tested, 0.37% active;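 active = maximum activity change below -70%; inconclusive = maximum activity change between -70% and -50%; inactive = maximum activity change above -50%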; note: % is set by controls: 0 for no effect and ±100 for the full control effect
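U2OS cells transduced with wild-type KCNH2 virus are loaded with FluxOr dye for 45 min, and thallium flux is measured in kinetic reads before and after stimulation buffer. Rate constants are normalized to DMSO controls.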
TRPV1 agonist: activates the human vanilloid receptor TRPV1; TRPV1-expressing cells, Fluo-8 calcium influx, agonist mode; activation, % at 8.33 µM; Q8NER1; 320,000 tested, 0.19% active; in the data active = activation above about 80%; inconclusive = between about 30% and that limit; note: 0% is about no effect
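Fluo-8 calcium influx in TRPV1-expressing cells, kinetic read (ex 480/em 520 nm). Compound added and read 3 min for agonist activity, followed by capsaicin at EC20 final and 2 min further read for enhancement.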
Numbers without * were called inactive; ? = inconclusive; . = no result given; [ ] = remark or other dose. Unless noted, calls come from the whole dose curve; as a rule, active = well fitted curve in the direction sought with a large enough effect; inconclusive = small, poorly fitted or top-dose-only effect, or another doubt; inactive = no such curve, though single readings can be large; an effect the other way counts as inactive or inconclusive. This is a subset; the hit share may differ from the screen's.

SMILES	TSHR antag	TCR act	KCNH2 3.1 block	Mito fusion act	USP2a inh	AT treatment	ELG1 DNA repair	Eya2 inh	KCNH2 WT inh	TRPV1 agonist
COc1ccc(NC(=O)Cn2cnc3c(cnn3C(C)(C)C)c2=O)cc1OC	6	-4%	16	4%	1%	5%	?	6%	-2	-5
CCN(CC(=O)Nc1c(F)cccc1F)C(=O)CNC(=O)c1ccc(C)s1	13	0%	14	3%	5%	-9%	?	8%	0	10
CCOC(=O)N=S(N)(=O)c1ccc(Cl)cc1 (centres undefined)	0	9%	18	-3%	-2%	-4%	2%	-6%	0	-3
O=C(CSc1nc2scc(-c3ccccc3)c2c(=O)[nH]1)NCCc1ccccc1	-10	2%	-4	0%	1%	-1%	-3%	0%	-18	5
Cn1c(=O)c([N+](=O)[O-])c(NCc2ccccc2)c2ccccc21	-4	-16%	12	6%	4%	7%	2%	8%	-4	2
Cc1oc(-c2cccc(C(F)(F)F)c2)nc1CN1CCOCC1	-8	0%	-1	-10%	-1%	7%	?	0%	-1	7
O=C(N[C@@H](Cc1ccccc1)C(=O)OCc1ccccc1)c1nc[nH]c1C(=O)N[C@@H](Cc1ccccc1)C(=O)OCc1ccccc1	-1	7%	.	-1%	5%	10%	5%	-5%	.	0
O=C(Nc1ccc(S(=O)(=O)N2CCCCC2)cc1)C1CC(=O)N(c2ccc(Cl)cc2)C1 (centres undefined)	-8	-3%	-24	21%	-1%	-7%	-16%	-16%	-5	7
COc1cccc(CN2CCN(CC(=O)NCCc3ccccc3)CC2)c1	10	.	14	-2%	0%	-2%	-10%	3%	23	0
Cc1ccc2c(c1C)OC(=O)CC2c1ccccc1 (centres undefined)	-9	-1%	-21	1%	0%	7%	2%	-12%	-10	25
CC(C(=O)Nc1ccc(S(=O)(=O)N2CCOCC2)cc1)N1C(=O)C2CC=CCC2C1=O (centres undefined)	-3	5%	-7	3%	-3%	17%	2%	-5%	-2	0
O=C(NC1c2ccccc2-c2ccccc21)N1CCCCC1	-9	-2%	2	2%	-1%	4%	2%	14%	9	0
O=C(CNS(=O)(=O)c1ccc(Cl)cc1)N1CCN(c2ccc(F)cc2)CC1	14	5%	-24	.	-1%	8%	23µM*	2%	7	.
O=C(NCc1cccnc1)c1ccc(COc2ccccc2Cl)o1	-4	-5%	22	-5%	0%	2%	6%	-7%	-3	-1
COc1cccc(/C(O)=C2/C(=O)C(=O)N(Cc3ccco3)C2c2ccncc2)c1 (centres undefined)	-1	0%	11	1%	1%	1%	-8%	7%	-1	-2
Cc1ccc(/C=N/NC(=O)CC(=O)NCc2cccnc2)cc1	2	4%[46.1 µM]	6	-5%	0%	0%	3%	7%	8	1
O=C1NN(c2ccccc2)C(=O)/C1=C\c1cccn1-c1ccc(Cl)c([N+](=O)[O-])c1	-9	-4%	15	-5%	2%	-4%	-3%	-17%	5	4
Cc1cc(=O)[nH]c(COc2ccccc2)n1	12	-6%	4	0%	0%	1%	18%	-7%	-2	-6
COc1ccccc1C(=O)N/C(=C\c1cn(C)c2ccccc12)C(=O)NCCCN1CCOCC1	-3	-9%	-7	-1%	2%	-3%	19%	14%	-33	-1
O=C(CN1CCN(Cc2ccccc2Cl)C1=O)NCc1ccccn1	-5	-4%	1	0%	5%	4%	15%	-4%	-1	0

Brought forward from above: 3 compounds, then new ones.
SMILES	TSHR antag	TCR act	KCNH2 3.1 block	Mito fusion act	USP2a inh	AT treatment	ELG1 DNA repair	Eya2 inh	KCNH2 WT inh	TRPV1 agonist
Cc1cc(=O)[nH]c(COc2ccccc2)n1	12	-6%	4	0%	0%	1%	18%	-7%	-2	-6
COc1ccccc1C(=O)N/C(=C\c1cn(C)c2ccccc12)C(=O)NCCCN1CCOCC1	-3	-9%	-7	-1%	2%	-3%	19%	14%	-33	-1
O=C(CN1CCN(Cc2ccccc2Cl)C1=O)NCc1ccccn1	-5	-4%	1	0%	5%	4%	15%	-4%	-1	0
CCn1cc(-c2nnnn2-c2ccc(Cl)cc2)c(=O)c2ccccc21	-22	1%	3	1%	1%	2%	3%	-11%	9	9
COc1cc(C)nc(N(Cc2ccccc2)S(=O)(=O)c2ccc(C)cc2)n1	-10	8%	-11	21%	10%	6%	-15%	0%	6	4
COc1ccc(/C=N/NC(=O)Nc2ccc3nsnc3c2)c(OC)c1	-3	0%	0	-2%	1%	6%	?	6%	2	-2
CC(CCc1ccc(O)cc1)NC1c2ccccc2-c2ccccc21 (centres undefined)	-2	3%	-35	4%	-8%	-9%	12%	6%	5	2
COc1ccc(NC(=S)Nc2ccc3nsnc3c2)cc1	12	8%[46.1 µM]	-12	-5%	4%	3%	-17%	3%	-9	4
CCn1c(Cc2ccc(OC)cc2)nnc1SCC(=O)NC1CC1	-7	.	-5	1%	0%	-3%	13%	2%	-12	0
CN(C)S(=O)(=O)c1cccc(NC(=O)c2ccc3c(c2)OCCO3)c1	-6	-3%	6	3%	-1%	22%	?	-41%	-1	-2
CCc1ccc(NC(=S)/N=C(\N)Nc2nc(C)c3cc(CC)ccc3n2)cc1	-6	1%	1	4%	1%	-2%	-29%	16%	20	4
Cc1c(CCC(=O)NCCCn2ccnc2)c(=O)oc2c(C)c3oc4c(c3cc12)CCCC4	-9	4%	-159*	1%	-5%	-10%	16%	3%	-150*	?
Cc1ccc(-n2c(SCC(=O)Nc3ccc4c5c(cccc35)CC4)nc(O)cc2=O)cc1	-15	-8%[46.1 µM]	-2	0%	-12%	-3%	2%	-12%	2	-9
O=C(N1CCOCC1)N1CCN(S(=O)(=O)c2ccc(Cl)cc2)CC1	40	.	-3	5%	0%	27%	-2%	15%	-15	8
O=C1ON=C(c2ccc([N+](=O)[O-])cc2)/C1=C/c1ccccc1O	3	0%	-6	-22%	-2%	9%	2%	2%	-18	3
O=C(NCCN1CCOCC1)c1cc(-c2ccc(F)cc2)nc2ccccc12	-4	1%	2	-11%	-1%	-2%	11%	-15%	5	5
Clc1ccccc1CNCC1CCCO1 (centres undefined)	22	.	0	0%	0%	1%	4%	-9%	-15	0
COCCCN1C(=O)C(=O)/C(=C(/O)c2ccc(S(=O)(=O)N3CCOCC3)cc2)C1c1cccc(Cl)c1 (centres undefined)	-7	10%	5	-5%	0%	0%	?	-7%	-2	3
COc1ccc(CCNC(=O)CCS(=O)(=O)c2ccc3c(c2)NC(=O)CS3)cc1OC	2	2%	-5	0%	3%	7%	9%	5%	5	2
COc1ccc(C)cc1NC(=O)NC1CCCc2ccccc21 (centres undefined)	-5	3%	11	2%	1%	7%	-3%	-1%	-9	2
CC(C)C(NC(=O)C(Cc1ccccc1)NC(=O)OCc1ccccc1)C(=O)O (centres undefined)	7	-9%	-16	-6%	5%	-3%	12%	-10%	3	1
CCCCNC(=S)NNC(=O)c1csc(C)c1C	2	-29%[46.1 µM]	13	-8%	1%	0%	-6%	-2%	1	4
CCOC(=O)CCCc1ccc(/C(C)=N/NC(N)=S)cc1	10	-1%	3	8%	5%	43%	9.2µM*	-4%	-1	-3
O=C(COc1ccc2ccccc2c1)NCC1CCCO1 (centres undefined)	6	-3%	-6	-7%	1%	0%	?	?	3	?
Cc1ccc(C2(O)CN(c3ccccc3)C3=[N+]2CCS3)cc1 (centres undefined)	-17	1%[46.1 µM]	-1	5%	-3%	0%	11%	2%	13	?
COc1cc(C(=O)N/N=C/c2ccc3c(c2)c2ccccc2n3C)ccc1O	41	-2%	.	5%	1%	-3%	-16%	-1%	5	26
Clc1ccc(CSc2nccn2Cc2ccccc2)cc1	-18	.	-4	-12%	0%	0%	-1%	2%	-4	13
Cc1ccc2[nH]c3c(N4CCN(Cc5ccccc5)CC4)ncnc3c2c1	-18	0%	-9	15%	-5%	-5%	?	-16%	-6	?
CCN1CC=C2C(C1)C(c1ccc(Cl)s1)C(C#N)=C(N)C2(C#N)C#N (centres undefined)	-21	8%	-5	4%	15%	-6%	0%	30%	6	1
COc1ccc(S(=O)(=O)N2CCOCC2)cc1NC(=O)CSc1cc(C)ccc1C	2	.	5	0%	2%	-10%	-12%	16%	3	18
Cc1c(/C=N/NC(=O)C(NC(=O)c2ccc3c(c2)OCO3)C(C)C)c2ccccc2n1C (centres undefined)	7	2%[46.1 µM]	-24	-7%	1%	10%	-28%	5%	-4	-4
COc1ccc(C(=O)Nc2cccc3c2CCCC3)cc1OC	-8	0%	29	0%	1%	2%	7%	-2%	-19	3
COC(=O)c1c(-c2ccc(OC)cc2)sc2ccc(N3CCOCC3)cc12	-16	2%	0	.	3%	17%	?	16%	-5	.
COCCN(C(=O)COC(=O)/C=C/c1ccc2c(c1)OCO2)c1c(N)n(Cc2ccccc2)c(=O)[nH]c1=O	2	-5%	-5	-2%	0%	6%	12%	-25%	29	-2
O=S(=O)(Nc1ccc(O)c(Sc2nc3ccccc3s2)c1)c1ccc(Cl)cc1	-7	2%	10	-20%	-1%	4%	.	-2%	-5	1

Bioassay records (PubChem)
